KDM5B inh: Primary screen for KDM5B Histone Demethylases FDH-coupled qHTS. KDM5B demethylase, FDH-coupled NADH fluorescence (FDH is formaldehyde dehydrogenase). Potency, µM (doses to about 57.7 µM), for inactives: at the highest dose activity change, negative = inhibition, actives largely listed as inhibitors. Lysine-specific demethylase 5B (Homo sapiens), Q9UGL1. AID 1347165, 2019. 2.6% of 220,000 active; active = well fitted inhibition curve with a large enough effect; inconclusive = small, poorly fitted or top-dose-only effect; inactive = no such curve, though single readings can be large or run the other way; note: 0% is about no effect; nearly all actives have a fitted effect of over 70% in size
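Inhibition is measured as reduced NADH fluorescence generation from FDH coupling to formaldehyde release. Truncated KDM5BΔAP at 200 nM final acts on H3K4me3 peptide (12.5 µM in substrate mix) in pH 7.5 HEPES buffer with Tween-20, 30 min, room temperature.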
Starred values were filed as active, the others as inactive; ? = inconclusive; & = joins results of further samples; [ ] = dose if it differs, or a comment. Potency is the fitted concentration of half-maximal effect. Only part of the results is shown. The share of hits here may be higher or lower than overall.

mol,KDM5B inh
CCN(CC)C(=O)CN(C)S(=O)(=O)c1cccc2cc(C)cnc12,-16%
O=C(Nc1cccc2cccnc12)c1cccc(Cl)c1,-23%
COc1ccc2c(CNC3CCC(C)CC3)c(C(=O)O)n(Cc3ccccc3)c2c1 (stereo not drawn),-28%
COc1cccc(NCc2nnc(C(=O)N3CCC[C@@H]3c3cccc(F)c3)n2-c2ccccc2)c1,-1%
Cc1cnc(C(=O)N2C[C@@H](COCC3CC3)[C@H](c3ccccn3)C2)cn1,9%
CN(Cc1ccccc1)Cc1cn([C@H]2CO[C@H]3[C@@H]2OC[C@@H]3NC(=O)c2ccc(N(C)C)cc2)nn1,7%
Cc1nn2c(C)c(C(=O)NCC(C)c3ccccc3)cnc2c1-c1ccccc1 (stereo not drawn),-11%
CCn1ccc2cc(S(=O)(=O)N3CCC(C(=O)NCCOC)CC3)ccc21,2%
COCCn1c(=O)[nH]c2cccnc21,-21%[115 µM]
CCN(CC)CCNCc1ccc(-c2ccccc2)o1,-13%&-4%
Cc1ccc(N(CC(=O)N2CCC(C(N)=O)CC2)S(=O)(=O)c2ccc(Cl)cc2)cc1C,?
CCOc1ccc(NC(=O)c2cc(S(=O)(=O)N3CCc4ccccc43)ccc2F)cc1,-29%
O=C(COc1cccc(Br)c1)Nc1ccc(NC(=O)C2CC2)cc1C(F)(F)F,-9%
O=C(c1cc(F)cc(F)c1)N1C[C@@H](CO)[C@H](c2ccccn2)C1,29%
COc1ccc(S(=O)(=O)N2C[C@@H]3C[C@H](C2)c2ccc(NC(=O)c4ccncc4)c(=O)n2C3)cc1,-20%
CN(c1ccc(OCC(=O)N2CCCCC2)cc1)S(=O)(=O)c1cccs1,5%
O=C(NCC1CCCO1)c1nn2c(C(F)(F)F)cc(-c3cc(Br)cs3)nc2c1Br (stereo not drawn),-23%
CCN(CC)CCNC(=O)c1ccc2c(c1)n(Cc1cccc(F)c1)c(=O)c1ccnn12,28µM*
O=C1NC2(CCCN(Cc3ccccc3C(F)(F)F)C2)Oc2ccccc21 (stereo not drawn),-10%
Cc1ccc(-n2nc(C(=O)N3CCCCC3C)c(=O)n(C)c2=O)cc1 (stereo not drawn),11%
CCN(CC)CCNC(=O)c1ccsc1,-1%
Cc1cc(CS(=O)(=O)CC(=O)NC2CC2)on1,5%
Cc1cn(C[C@H](NC(=O)c2cccc(F)c2)C(=O)O)c(=O)[nH]c1=O,-21%[86.2 µM]
N#Cc1cccc(C(=O)NCc2nnc3ccc(-c4ccc(F)cc4)nn23)c1,28µM*
CC(C)N(C)S(=O)(=O)c1ccc(Cl)c(C(=O)Nc2nnc(C3CCCCC3)s2)c1,-1%
CCNC(=O)NC[C@H]1O[C@H](Cc2cc(-c3ccccc3)on2)CC[C@@H]1O,-6%[86.2 µM]
CCc1ccc(CN2C(=O)C3(CCOCC3)CC2c2nnnn2CCOC)cc1 (stereo not drawn),-29%
O=C(N[C@H]1CCN2C(=O)c3cc(-c4cccc(C(F)(F)F)c4)ccc3NC(=O)[C@@H]2C1)c1ccncc1,6%
COCc1noc([C@@H]2CC(F)(F)CN2C(=O)Cc2ccccc2F)n1,-3%
O=C(NCCC1=CCCCC1)c1ccc2c(c1)N(Cc1ccccc1F)C(=O)c1ccccc1S2=O (stereo not drawn),?

A different layout for some results above.
Cc1ccc(-n2nc(C(=O)N3CCCCC3C)c(=O)n(C)c2=O)cc1 (stereo not drawn)
- KDM5B inh = 11%

CCN(CC)CCNC(=O)c1ccsc1
- KDM5B inh = -1%

Cc1cc(CS(=O)(=O)CC(=O)NC2CC2)on1
- KDM5B inh = 5%

Cc1cn(C[C@H](NC(=O)c2cccc(F)c2)C(=O)O)c(=O)[nH]c1=O
- KDM5B inh = -21%[86.2 µM]

Following part
mol,KDM5B inh
COc1ccc(CNC(=O)c2ccc(CNC(=O)OC(C)(C)C)cc2)cc1,18%
Nc1nn(Cc2ccc(Br)cc2)cc1Br,14%
CCOC(=O)c1ccccc1NC(=O)Cn1ccn2nc(-c3ccc(Cl)cc3)cc2c1=O,0%
CCc1cccc(NC(=O)C2CCN(C(=O)c3cnn(-c4ccccc4)c3-n3cccc3)CC2)c1,-6%
CCCNC(=O)c1c(O)c2cccc3c2n(c1=O)CCC3,?
COc1ccc(C(=O)N[C@@H]2CCC[C@@H]2C(=O)NCCCc2ccccc2)cc1,-2%
CCCC1(CCC)NC(=O)N(Cc2ncc(-c3ccccc3)o2)C1=O,-8%
Cc1c(NC(=O)c2ccc(OC(C)C)cc2)cccc1-c1nc2ncccc2o1,?
CC1(C)[C@H](Cc2cc(-c3ccccc3)on2)C[C@@H]1NCC1CC1,-9%[86.2 µM]
Cc1ccc(CNC(=O)c2noc(-c3ccc(F)cc3)n2)cc1,-19%
CC(C)(C)C(=O)CN1C(=O)N(c2ccc(Cl)cc2)S(=O)(=O)c2ccccc21,-17%
O=C(NC1CC1)C(Sc1ccc(Cl)cc1)c1ccccc1 (stereo not drawn),-21%
CCOc1ccc(CCNC(=O)CCc2cn(Cc3ccccc3F)c3ccccc23)cc1OCC,-12%
Cn1c(=O)c([N+](=O)[O-])c(NCc2ccccc2Cl)c2ccccc21,23%
CCCC(=O)Nc1ccc(C(=O)NCc2cccnc2)cc1,-9%
Cc1ccc(Cn2c(NCCc3ccc(F)cc3)nc3c2c(=O)n(C)c(=O)n3C)cc1,14%
O=C(Nc1nnc2n1CCS2)c1cc(C(F)(F)F)cc(C(F)(F)F)c1,-29%
CCOC(=O)C(C)Sc1nc(-c2ccccc2)ccc1C#N (stereo not drawn),?
CN(C(=O)C(c1ccccc1)c1ccccc1)c1nc2ccccc2o1,10%
CC(C)CNC(=O)C1COC2(CCCCC2)N1C(=O)c1cccc([N+](=O)[O-])c1 (stereo not drawn),-1%
CC(C#N)(NC(=O)CSc1ccc(O)cc1)C1CC1 (stereo not drawn),-17%
COc1ccc(-c2nc3ccc(C(=O)NCc4ccc(C)cc4)cc3nc2-c2ccc(OC)cc2)cc1,-187%
CN(C)Cc1cc(-c2nccn2CC2(CO)CCCC2)ccc1O,7%
CCOc1ccc(C2Cn3nnc(-c4nc(-c5ccccc5F)no4)c3CO2)cc1 (stereo not drawn),-24%
Cn1cc(-c2cnc(Nc3ccc(F)c(Cl)c3)c3c2CCO3)cn1,32µM*
COc1cc2c(cc1OC)-c1c(c(C(=O)N3CCCC3)nn1-c1ccccc1Cl)C2,7%
O=C(CN1CCCc2nc(C3CC3)ncc2C1=O)NCCc1c[nH]c2ccccc12,?
CC1CCN(S(=O)(=O)c2ccc3c(ccn3CC(=O)NCc3ccc(N(C)C)cc3)c2)CC1,-26%
O=C(Nc1cccc(C(F)(F)F)c1)c1cnc2c(c1)N(C(=O)CCc1ccccc1)CCC2,?
CN(C)c1ccc(Nc2nc(-c3cc4ccccc4oc3=O)cs2)cc1,?

The last two records of the part above lead into the next:
mol,KDM5B inh
O=C(Nc1cccc(C(F)(F)F)c1)c1cnc2c(c1)N(C(=O)CCc1ccccc1)CCC2,?
CN(C)c1ccc(Nc2nc(-c3cc4ccccc4oc3=O)cs2)cc1,?
COCCNC(=O)[C@H]1C[C@H](Oc2ccccc2)CN1Cc1ccncc1,-37%
O=C(CNC(=O)c1cccc(F)c1)OCC(=O)N1CCN(C(=O)c2ccco2)CC1,20%
CC(=O)N1CC(CO)C2(CCN(C(=O)c3cc(C)n(C)n3)CC2)C1 (stereo not drawn),-1%
Cc1ccccc1C(=O)N(C)[C@H]1C[C@H]2c3[nH]c4c(-c5ccccc5)cccc4c3CCN2C[C@H]1[C@H](C)O,?
O=C(CN1CCN(C(=O)c2cc(=O)[nH]c3ccccc23)CC1)NCc1ccccc1,17%
CCOc1ccc(NC(=O)c2cc(S(=O)(=O)N3CCOCC3)cs2)cc1,-6%
Cc1ccc(CSc2nnc(-n3c(=O)c(C#N)cc4c(=O)n5cccc(C)c5nc43)s2)cc1,-14%
CCOc1ccc2nc(SCC(=O)NCC3CCCO3)c(C#N)cc2c1 (stereo not drawn),?
COCCC(=O)N1CCC(Oc2ccc(C(=O)NCc3cccc(C)n3)cc2)CC1,-11%
Cn1cc(C(=O)N2CCOc3c(O)cc(-c4csc5ccccc45)cc3C2)cn1,2%
Cc1cc(NC(=O)c2cc(-c3ccc(Cl)cc3)on2)nn1Cc1ccc(Cl)cc1,-16%[11.5 µM]
Cc1ccccc1N1CCN(Cc2nc(Cc3ccccc3F)no2)CC1,7%
CNC(=O)[C@H]1C[C@H](Oc2ccccc2)CN1C(=O)Nc1ccccc1,-5%
O=C(COc1ccccc1-c1nc(-c2ccccc2)no1)Nc1ccccc1[N+](=O)[O-],-8%
COc1cc(NS(=O)(=O)c2ccc3[nH]c(=O)[nH]c3c2)cc(OC)c1,15%
O=C(Cn1c(=O)oc2ccccc21)NCC1Cn2cccc2C(=O)N1Cc1ccccc1 (stereo not drawn),-7%
COc1ccc(-c2cn3c(n2)sc2cc(C(=O)NCCC4=CCCCC4)ccc23)cc1,?
COc1ccc(C)cc1NC(=O)CC1CCCN(c2cn[nH]c(=O)c2)C1 (stereo not drawn),-5%
O=C(NCc1nnc2n1C(C(=O)NCc1cccnc1)CC2)c1cccnc1 (stereo not drawn),-9%[115 µM]
COc1ccc(C(C)=O)cc1CSCc1coc(-c2ccc(F)cc2)n1,-1%
CC(C)N1CCN(C(=O)CC2Sc3ncccc3N(C)C2=O)CC1 (stereo not drawn),-24%
CCC(C)c1ccc(-n2c(SCC(=O)N3CCC3)nc3ccccc3c2=O)cc1 (stereo not drawn),8%
CN(CC(=O)Nc1cccc(F)c1)S(=O)(=O)c1ccc2c(c1)n(C)c(=O)c(=O)n2C,-24%
O=C(Nc1ccc(Cl)cc1C(F)(F)F)c1cccc(F)c1,26%
COc1cccc(N2CC(NC(=O)c3ccc(S(=O)(=O)N4CCOCC4)cc3)CC2=O)c1 (stereo not drawn),4%&6%
Cc1ccc(S(=O)(=O)NCC2CCC(C(=O)N[C@H](C)C(=O)N3CCc4ccccc4C3)CC2)cc1 (stereo partly drawn),6%
CC1CCN(S(=O)(=O)c2ccc3c(c2)N(CC(=O)NCc2ccccc2Cl)C(=O)CS3)CC1,-24%
O=C1CC(c2noc(Cc3c(F)cccc3Cl)n2)CN1C1CCCCC1 (stereo not drawn),-7%
CCc1ccc(C(=O)NNc2cc(Cl)ccc2Cl)cc1,-3%
O=C(O)C[C@@H]1CCN(C(=O)COc2ccccc2)C[C@@H]1CCN1CCN(c2ccc(F)cc2)CC1,-14%

Sorted by molar mass (falling): part of the list above
mol,KDM5B inh
Cc1ccc(S(=O)(=O)NCC2CCC(C(=O)N[C@H](C)C(=O)N3CCc4ccccc4C3)CC2)cc1 (stereo partly drawn),6%
COc1ccc(C(C)=O)cc1CSCc1coc(-c2ccc(F)cc2)n1,-1%
Cc1ccccc1N1CCN(Cc2nc(Cc3ccccc3F)no2)CC1,7%

The list goes on.
mol,KDM5B inh
COC(=O)CNc1cc(C(=O)OC)cc(C(=O)OC)c1,?
COCCN1CCN(C[C@@H]2C=C(C)[C@H](Cc3nnc(-c4ccc(OC)cc4)o3)C[C@H]2C(C)C)CC1,1%
CCn1cnc2c1c(=O)n(CC(=O)Nc1c(C)cccc1C)c(=O)n2Cc1ccccc1,-2%
CC(C)n1nc(C(=O)Nc2ccc(Br)cc2F)c2ccccc2c1=O,6%
Cc1ccc(C)c(OCC(O)Cn2nc(-c3cccs3)oc2=O)c1 (stereo not drawn),-12%
O=C(Nc1ccc(-c2nnc3n2CCCC3)cc1)Nc1ccccc1Br,-21%
Cc1cc(S(=O)(=O)N2CCCC2c2nnc3ccccn23)ccc1Br (stereo not drawn),-12%
COc1cccc(NC(=O)c2cnc3n2CCN(Cc2ccccc2)CC3)c1,-2%[86.2 µM]
Cc1ccc(NC(=O)Cn2c(=O)oc3cc(S(=O)(=O)N4CCCCC4)ccc32)c(C)c1,?
COc1ccccc1-c1[nH]ncc1CN1CCC2(CC1)CC(O)CCO2 (stereo not drawn),-6%
CCCC(=O)N1Cc2ccccc2CC2(CCCN(Cc3cccnc3)C2)C1 (stereo not drawn),12%[115 µM]
COC(=O)c1sc2cccc(F)c2c1S(=O)(=O)Nc1ccc(C)cc1Cl,-11%
COc1ccc(NC(=O)c2nc(S(=O)(=O)Cc3ccccc3)ncc2Cl)cc1,?
O=C(NCc1ccccc1Cl)c1ccccc1NC(=O)c1nsc2ccccc12,-19%
O=C(O)CCC(=O)NCCN1CCCC1,0%
CCCn1nc(C)c(-c2cc(C(=O)N3CCc4nc5cc(-c6ccccc6)[nH]n5c(=O)c4C3)[nH]n2)c1C,?
Cc1ccc(C(=O)N/C(=C\c2sccc2C)C(=O)NCCCN2CCOCC2)cc1,-5%
O=C(c1ccccc1)N1CCc2nc(C3CC3)nc(-c3ccc(Cl)cc3)c2CC1,11%
CCOc1cccc(/C=C(/C#N)c2nc3ccccc3[nH]2)c1,?
O=C(NNC(=O)c1ccccc1[N+](=O)[O-])c1ccc(NC(=O)c2ccccc2)cc1,0%

Assay outcomes as filed in PubChem.
